Source: PubChem BioAssay
pAkt inh = HTS Assay for Inhibitors of Akt Phophorylation: Primary Screen | Neuro2A IGF-stimulated pAkt S473 HTRF, 20 min; active compounds read low | activity change, % for hits at 50 µM | 360,000 compounds, 0.32% hits; in the data active means activity change below about -80%; inconclusive means mostly about -51% to -80%; further: on the % scale 0 is the no-effect control and ±100 the full control effect
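Neuro2A cells (4,500/well, DMEM with 0.5% FBS) were treated with compound at a single 50 µM final concentration, stimulated with 6 nM IGF for 20 min at 37 °C, and lysed. Phospho-Akt Ser473 was read by HTRF as 665/615 ratio ×10^4.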
Nrf2 ARE act = qHTS of Nrf2 Activators; AREc32 ARE-luciferase reporter (MCF7-derived line), luminescence, 24 h; Potency, µM (doses to about 46.1 µM), inactives show at the top dose activation, usual class: activators; 410,000 compounds, 0.31% hits; further: potency means the concentration at half of the fitted maximal effect; % of control where 0% means no effect; nearly all actives have a fitted effect of over 65% in size
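Each well held 1000 AREc32 cells, which were incubated with compound for 24 hr at 37 deg C after overnight attachment, and ARE reporter activity was quantified by firefly luciferase luminescence.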
HepG2 tox = qHTS for Inhibitors of TGF-b: Cytotox Counterscreen; HepG2 CAGA-GFP viability, ATP luminescence, 18 h; Potency, µM (doses to about 46.1 µM), inactives show at the highest dose activity change, negative = cytotoxicity, hits mostly cytotoxic; 410,000 compounds, 0.76% hits; further: potency means the concentration at half of the fitted maximal effect; some results filed as inactive show a strong effect at the top dose
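HepG2 CAGA-GFP cells (1000/well, DMEM with 1% FBS) received compound, then TGF-beta at 500 pg/mL final, and were incubated 18 hours at 37 degrees C. Viability was read by CellTiter-Glo luminescence. Media-only wells were set as complete cell-killing and DMSO as no toxicity.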
Abeta rescue = qHTS for compounds that reverse cellular toxicity of Amyloid beta (A-beta) peptide in yeast: Primary Screen; 410,000 compounds, 0.063% hits; yeast expressing A-beta42, growth rescue, OD600, 48 h; response scale: 0% DMSO, 100% iron-clioquinol control; Potency, µM (highest dose often 46.1 µM), inactives show top-dose growth rescue, most hits filed as activators; further: potency means the concentration at half of the fitted maximal effect; nearly all actives have a fitted effect of over 55% in size
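Yeast growth medium received pinned compounds, then yeast cells expressing toxic A-beta were added; plates incubated at 30 C for 48 hr. Growth read as absorbance at 600 nm, normalized to DMSO and equimolar FeCl3 plus clioquinol controls.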
TGFb SMAD3 inh = qHTS for Inhibitors of TGF-b. HepG2 CAGA-GFP TGF-b/SMAD3 reporter, GFP fluorescence, 18 h; TGF-beta stimulated, 500 pg/mL final. Potency, µM (doses to about 46.1 µM), without a hit: at the top dose activity, negative = inhibition, actives largely listed as inhibitors. 410,000 compounds, 1.2% hits; further: potency means the concentration at half of the fitted maximal effect; on the % scale 0 is the no-effect control and ±100 the full control effect; nearly all actives have a fitted effect of over 65% in size
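HEPG2 CAGA-GFP, 1000 cells/well; 2 h settle, 37 C; cpd via pin tool; TGF-b 500 pg/mL final; 18 h, 37 C; GFP imaging ex488/em500-530; %Activity normalised to -TGF-b and +DMSO controls; CRC fit, curve class.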
Mm-Cpn inhibitor = Inhibitors of TCP-1 ring complex (TRiC) of Methanococcus maripaludis (MmCpn): qHTS | Potency, µM (titrated, usually from 76.9 µM), for inactives: at the highest dose activity, negative = inhibition, usual class: inhibitors | Chaperonin Mm-Cpn (Methanococcus maripaludis) | purified Mm-Cpn ATPase, ADP Transcreener TR-FRET | AID 504842, 2011 | 330,000 compounds, 0.031% hits; further: potency means the concentration at half of the fitted maximal effect; on the % scale 0 is the no-effect control and ±100 the full control effect; nearly all actives have a fitted effect of over 80% in size
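Quantitative HTS used 25 nM Mm-CPN and 10 uM ATP in magnesium/KCl Tris buffer, pH 7.4, with 1 mM DTT. Hydrolysis ran 30 min at 37°C; ADP was read by HTRF.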
CCT chaperon mod = High-Throughput Screening for Modulators of Cytosolic Chaperonin Activity; 360,000 compounds, 0.3% hits; AID 651819, 2012; purified chaperonin ATPase assay, HTRF ADP detection, 30 min; activity change, % (concentration not given with the values), hits read low; in the data active means activity change below about -30%; further: on the % scale 0 is the no-effect control and ±100 the full control effect
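TRiC at 40 or 20 nM final (batch-dependent) in 30 mM Tris pH 7.4, 100 mM KCl, 5 mM MgCl2, 1 mM DTT, with compound at single 76 uM and 10 uM ATP, 30 min at 37 deg C. ADP detected by HTRF Transcreener, 665/615 ratio.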
A549 viability = Nrf2 qHTS screen for inhibitors: counterscreen for cytotoxicity; Potency, µM (series often up to 46 µM), for the others: at the top dose activity change, negative = cytotoxicity, usual class: inhibitors; 390,000 compounds, 0.16% hits; A549 ARE-Fluc cells, CellTiter-Fluor viability, 18-24 h; further: potency means the concentration at half of the fitted maximal effect; on the % scale 0 is the no-effect control and ±100 the full control effect
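A549 ARE_Fluc cells in 5% FBS OPTI-MEM were exposed to compounds in concentration-response for 18-24 h at 37 deg C. Viability was read by CellTiter-Fluor fluorescence (Ex 405/Em 525) after 30 min, before the luciferase read.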
Nrf2 inh = Nrf2 qHTS screen for inhibitors; 360,000 compounds, 2.1% hits; A549 ARE-Fluc reporter, luciferase luminescence, 18-24 h; AID 504444, 2011; Potency, µM (titrated, usually from 46 µM), inactives show top-dose activity change, negative = inhibition, most hits filed as inhibitors; further: potency means the concentration at half of the fitted maximal effect; on the % scale 0 is the no-effect control and ±100 the full control effect; nearly all actives have a fitted effect of over 60% in size
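Concentration-response testing used A549 ARE_Fluc cells at 5000 cells/well. Following an 18-24 h compound incubation, viability was read by fluorescence (Ex 405/Em 525) and luciferase output by luminescence.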
* = called active by the depositor; i = inactive; ? = inconclusive; . = not tested or not shown; [ ] = dose if it differs, or a comment. Unless noted, the call rests on the fitted dose curve; in most records, active means well fitted curve in the direction sought with a large enough effect; inconclusive means small, poorly fitted or top-dose-only effect, or another doubt; inactive means no such curve, though single readings can be large; an effect the other way counts as inactive or inconclusive.

The first four compounds as a preview:
SMILES	pAkt inh	Nrf2 ARE act	HepG2 tox	Abeta rescue	TGFb SMAD3 inh	Mm-Cpn inhibitor	CCT chaperon mod	A549 viability	Nrf2 inh
CCC(NS(=O)(=O)c1ccc(C)cc1)C(=O)N1CCOCCOCCOCCOCC1 (stereo not given)	i	-0.6%	-8%	-6%	-15%	-8%	0.4	1%	6%
CCOc1cc(C)nc(N2CCC(C(=O)NC3CC3)CC2)n1	i	0.1%	7%	4%	5%	.	1.2	-4%	2%
c1ccc(Cc2nnc3sc(Nc4ccccc4)nn23)cc1	i	-0.2%	-2%	6%	-20%	-3%	1.7	-8%[1.84 µM]	?
COc1ccccc1NC(=O)CN(Cc1ccco1)C(=O)c1cc(Cl)c(OC)c(OC)c1	i	9.4%	1%	1%	12%	.	-1.8	.	.

Main list, repeating the preview:
SMILES	pAkt inh	Nrf2 ARE act	HepG2 tox	Abeta rescue	TGFb SMAD3 inh	Mm-Cpn inhibitor	CCT chaperon mod	A549 viability	Nrf2 inh
CCC(NS(=O)(=O)c1ccc(C)cc1)C(=O)N1CCOCCOCCOCCOCC1 (stereo not given)	i	-0.6%	-8%	-6%	-15%	-8%	0.4	1%	6%
CCOc1cc(C)nc(N2CCC(C(=O)NC3CC3)CC2)n1	i	0.1%	7%	4%	5%	.	1.2	-4%	2%
c1ccc(Cc2nnc3sc(Nc4ccccc4)nn23)cc1	i	-0.2%	-2%	6%	-20%	-3%	1.7	-8%[1.84 µM]	?
COc1ccccc1NC(=O)CN(Cc1ccco1)C(=O)c1cc(Cl)c(OC)c(OC)c1	i	9.4%	1%	1%	12%	.	-1.8	.	.
O=C1NC[C@@H](CCCCN2CCN(CC3CCCCC3)C(=O)C2=O)N(Cc2ccccc2)C1=O	i	-0.4%	.	-4%	.	.	-1.8	.	.
CC(=O)C1=C(O)C(=O)N(c2ccc(C(=O)O)cc2)C1c1ccccc1 (stereo not given)	i	-0.4%	-8%	24%	-22%	-4%	0.8	-9%	-13%
COc1cc(OC)cc(C(=O)N/N=C(\C)CC(=O)Nc2ccccn2)c1	i	15%	1%	-3%	-9%	2%	0.2	-3%	6%
CCC(C)NC(=O)CCNS(=O)(=O)c1ccc(Br)cc1 (stereo not given)	i	-0.2%	-5%	5%	8%	-3%	-0.8	-10%	-16%
Cn1nnc(NC(=S)NC(=O)c2ccco2)n1	i	0.8%	-23%	-6%	?	0%	-2.6	1%	-11%
c1cc(-c2n[nH]c(-c3ccncc3)n2)ccn1	i	0.1%	-6%	11%	-2%	.	-1.5	-9%	-5%
O=C(NNC(=O)c1cccs1)c1ccccc1	i	0.1%	2%	-1%	-3%	-2%	-1.4	9%	14%
CC(C)(C)NC(=O)NC(=O)CSc1ncccn1	i	2.8%	11%	-1%	25%	-13%	-0.9	-8%	21%
CC(C(=O)Nc1ccc([N+](=O)[O-])cc1Cl)N1CCN(S(=O)(=O)c2cccs2)CC1 (stereo not given)	i	0.1%	-31%	-11%	-26%	3%	-3.9	-1%	-17%
CCOc1cccc(C(=O)Nc2nc3c(s2)CC(C(C)(C)C)CC3)c1 (stereo not given)	.	-0.4%	-12%	0%	-1%	.	.	5%	?
COCCNC(=O)/C(C#N)=C/c1ccc(C)o1	i	1.2%	-6%	-11%	-3%	-1%	2.1	1%	1%
CN(C)S(=O)(=O)c1ccc(C(=O)NCC2(N3CCOCC3)CCCCC2)cc1	i	-0.8%	-12%	-5%	8%	-3%	-0.9	8%	-4%
CC1CC(=O)N(CC(=O)Nc2ccc(OC(F)(F)F)cc2)c2ccccc2S1 (stereo not given)	.	-1.0%	-32%	7%	-17%	.	.	1%	-10%
CC(=O)c1ccc(N2CCN(C(=O)Nc3cn(CC(C)C)c(=O)c4ccccc34)CC2)cc1	.	-0.3%	-14%	-14%	0%	.	.	0%	?
N#Cc1cn(-c2cccc(C(F)(F)F)c2)c(=O)[nH]c1=O	i	0.2%	-11%	-2%	3%	-1%	0.2	-2%	?
COC(=O)c1ccc(NC(=S)NCCc2ccccc2C)cc1	i	0.2%	-51%	18%	?	0%	0.6	18%	1%
COc1cccc(N(CC(=O)NC2CCCC2)C(=O)CCC(=O)Nc2nccs2)c1	i	-0.8%	0%	7%	-3%	0%	-0.2	-1%	-16%
Cc1ccc(C)c(S(=O)(=O)c2c(N)n(/N=C/c3ccco3)c3nc4ccccc4nc23)c1	i	-0.4%	-12%	-2%	-1%	-2%	1.3	-8%	-24%
Cc1csc(Nc2ccccc2C(F)(F)F)n1	i	8.2%	-23%	-34%[inhibitor]	0%	2%	1.2	1%	.
COc1ccccc1C(=O)NNS(=O)(=O)c1ccc(F)cc1	i	0.1%[9.22 µM]	0%	-3%	9%	1%	1.9	-1%	1%
Cc1ccc(/C=N/NC(=O)Cn2cnc3c2c(=O)n(C)c(=O)n3C)s1	i	-0.3%	7%	7%	-27%	0%	-1.8	-5%	7%
CCOC(=O)c1c(NC(=O)CSc2nnc(-c3c[nH]c4ccccc34)n2CC)sc2c1CCCC2	i	2.9%	-25%	1%	-17%	-1%	-3.5	-29%	?
CC(NC(=O)C1=CC=CN2CCS(=O)(=O)N=C12)c1ccc(Cl)cc1Cl (stereo not given)	i	-0.1%	-2%	8%	-22%	-1%	0.2	-6%	-4%
O=C(CCc1nnc2ccc(NCc3ccccc3Cl)nn12)NC1CCCCC1	i	-0.5%	6%	-11%	-20%	0%	1.1	5%	?
CC1CCN(S(=O)(=O)c2ccc3c(c2)N(CC(=O)NCCCN2CCCC(C)C2)C(=O)CO3)CC1 (stereo not given)	i	-0.5%	-2%	-8%	3%	3%	0.2	-11%	7%
COc1cc(NC(=O)c2cc(=O)[nH]c3ccc(S(=O)(=O)N4CCOCC4)cc23)cc(OC)c1	i	0.2%	10%	-7%	-1%	-4%	0.7	-4%	10%
O=C(NCCNC(=O)c1ccc(Br)o1)c1cccnc1	i	-0.5%	15%	-18%	0%	-1%	0.4	1%	-19%
O=C(O)CCc1nn2cnc3sc4c(c3c2nc1=O)CCCC4	i	0.1%	-22%	-14%	-2%	-2%	-2.4	-2%	13%
O=C(Nc1ccccc1)C1=C[C@H](c2ccc3c(c2)OCO3)C[C@H](OCc2ccc(CO)cc2)O1	i	9.4%	-19%	8%	?	.	-2.0	5%	7%
NC(=S)Nc1ccc(F)c(F)c1F	i	-0.2%	-22%	1%	-22%	-2%	-2.4	18%	18%
COc1cc(C(=O)Nc2cc(C)ccc2OCc2cc(=O)n3cc(C)sc3n2)cc(OC)c1OC	.	-0.1%	2%	5%	-24%	.	.	11%	.
N#C/C(=N\Nc1ccc([N+](=O)[O-])cc1)C(N)=S	i	2.3%	-43%	-24%	?	-2%	-0.2	18µM*	?
COc1cc(/C=N/NC(=S)NC2CC3C=CC2C3)cc(OC)c1OC (stereo not given)	i	3.6%	-44%	?	?	-1%	-0.6	-7%	?
CC(=O)Nc1ccc(NC(=O)C(C)OC(=O)c2cc(S(=O)(=O)N(C)C)ccc2N2CCCC2)cc1 (stereo not given)	i	2.7%	-7%	-6%	0%	1%	-2.2	7%	11%
CCN1CCc2nc(NC(=O)C(c3ccccc3)c3ccccc3)sc2C1	i	0.6%	-33%	3%	2%	-2%	2.2	13%	9%
CCC(=O)N(Cc1cc2ccccc2[nH]c1=O)c1ccccc1OC	i	0.1%	0%	18%	-7%	1%	-0.5	-6%	2%
CN(CC(=O)Nc1ccccc1Cl)C(=O)CSc1nnc(N)s1	i	-0.7%	-1%	-2%	-2%	-1%	1.0	1%	-3%
O=C(c1ccc(Cl)cc1)N(Cc1cccs1)C1CCS(=O)(=O)C1 (stereo not given)	i	-1.4%	2%	15%	?	3%	-2.7	0%	12%
COCCN1C[C@@H](CO)O[C@@H](n2cnc3c(N4CCN(CCO)CC4)ncnc32)C1	i	0.7%	-8%	-16%	4%	.	-0.6	.	.
CC1=C(C(=O)N2CCOCC2)C(c2ccc(O)cc2)NC(=S)N1 (stereo not given)	i	-0.2%	-1%	-1%	-2%	1%	0.4	1%	-5%
Cc1c(C(=O)NCCc2ccc(S(N)(=O)=O)cc2)sc2nc3n(c(=O)c12)CCCC3	.	-0.5%	3%	-11%	1%	.	.	1%	9%
O=C(NCC(c1ccco1)N1CCN(c2ccccc2F)CC1)c1cccs1 (stereo not given)	i	1.7%	2%	6%	-13%	-1%	0.3	0%	-4%
CCSC1=NCN(CCCC(=O)O)CN1	i	0.0%	-23%	21%	-2%	2%	0.7	?	-9%
Cc1cc(NC(=O)C2CC(c3c(F)cccc3Cl)=NO2)n(-c2ccccc2)n1 (stereo not given)	i	-0.7%	-71%	3%	-1%	1%	-1.7	-6%	-22%
CC(OC(=O)c1ccccc1NCCO)C(=O)Nc1ccnn1C(C)C (stereo not given)	i	-1.0%	-2%	-10%	0%	-1%	-0.3	6%	-14%
Cc1nn2c3c(cnc2c1-c1ccccc1)C(=O)CCC3	i	0.9%	3%	5%	22%	-1%	0.2	-2%	2%
CCCC(C)(C)C(=O)N1CCC1(C)C(=O)NS(=O)(=O)c1ccccc1Cl (stereo not given)	i	-0.5%	0%	2%	6%	.	-0.6	.	.
